LDHA inh: LDHA (human) enzyme inhibition; P00338; 480,000 compounds, 0.15% hits; activity change, % (values are at about 110 or 230 µM); purified LDHA, NADH/diaphorase-resazurin fluorescence; stronger effect = lower value; in the data active means activity change below about -30%; inconclusive means mostly about -25% to -30%;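 further: plate controls were DMSO wells for no effect and wells without enzyme for full effect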
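LDH5 2 nM; NADH 0.06 mM, pyruvate 0.2 mM; 200 mM Tris pH 7.4, EDTA, Tween-20; 5 min RT. Detection: diaphorase 0.133 mg/mL + resazurin 37 µM, fluorescence ex540/em590 at 0 and 20 min; normalized to enzyme-free and DMSO wells.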
12-LOX inh: inhibitors of human 12S-lipoxygenase ALOX12 | P18054 | purified 12hLO, xylenol orange hydroperoxide absorbance | Potency, µM (highest dose often 108 µM), inactives show top-dose activity change, negative = inhibition, most hits filed as inhibitors | 580,000 compounds, 1.1% hits; active means well fitted inhibition curve with a large enough effect; inconclusive means small, poorly fitted or top-dose-only effect, or another doubt; inactive means no such curve, though single readings can be large or run the other way; further: potency means the concentration at half of the fitted maximal effect
Target sequence (P18054 whole entry, looked up): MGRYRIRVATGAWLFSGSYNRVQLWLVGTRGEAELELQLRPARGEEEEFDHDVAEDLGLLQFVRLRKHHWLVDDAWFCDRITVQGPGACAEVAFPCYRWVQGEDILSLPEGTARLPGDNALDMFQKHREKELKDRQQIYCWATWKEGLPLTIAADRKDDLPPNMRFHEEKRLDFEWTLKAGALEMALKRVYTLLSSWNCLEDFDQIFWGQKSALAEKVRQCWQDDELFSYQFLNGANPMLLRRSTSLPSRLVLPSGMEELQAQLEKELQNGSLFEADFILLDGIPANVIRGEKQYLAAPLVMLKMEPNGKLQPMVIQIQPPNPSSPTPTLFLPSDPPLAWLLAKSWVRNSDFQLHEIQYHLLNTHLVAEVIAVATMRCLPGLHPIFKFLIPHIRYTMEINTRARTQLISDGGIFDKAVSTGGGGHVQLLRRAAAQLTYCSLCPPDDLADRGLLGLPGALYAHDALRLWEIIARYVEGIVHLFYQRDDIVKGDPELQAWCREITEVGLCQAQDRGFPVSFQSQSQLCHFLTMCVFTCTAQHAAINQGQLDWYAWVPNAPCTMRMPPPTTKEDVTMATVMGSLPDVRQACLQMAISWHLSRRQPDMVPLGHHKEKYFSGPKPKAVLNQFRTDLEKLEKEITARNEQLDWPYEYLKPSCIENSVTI
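Hydroperoxide product was detected by ferrous iron/xylenol orange as the 573 to 405 nm absorbance ratio. Arachidonic acid at 40 uM (final) was turned over for 30 min at room temperature by 150 nM human 12hLO, pH 7.0 Hepes buffer, after 15 min compound preincubation.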
Numbers without * were called inactive; ? = inconclusive; [ ] = dose if it differs, or a comment. Unless noted, on the % scale 0 is the no-effect control and ±100 the full control effect. A portion of the library; count on the stated rates, not on these rows.

Molecule | LDHA inh | 12-LOX inh
O=C(N/N=C/c1cccs1)c1cccc(N/N=C/c2cccs2)c1 | -6.5 | ?
Cc1cc(O)ccc1NC(=O)COc1ccc2c(=O)c(-c3ccccc3)c(C)oc2c1 | 2.4 | 8.8%
Cc1ccc([N+](=O)[O-])cc1NC(=O)Cn1cnc2c1c(=O)n(C)c(=O)n2C | 3.3 | 53.9%
O=C(NCc1ccccc1F)c1ccccc1-c1ccccc1 | 1.3 | -3.8%
CC(C)C(C)NC(=O)COC(=O)/C=C/c1cccc2cccnc12 (stereo unspecified) | 1.8 | -18.8%
O=C(N/N=C/c1ccc([N+](=O)[O-])o1)C1CCCCC1 | 4.1 | ?
CC(C)Cc1nc2cccnc2n1C1CCN(S(=O)(=O)c2ccc(Br)s2)CC1 | 2.8 | -18.2%
O=C(Nc1ccc(S(=O)(=O)Nc2cnc3ccccc3n2)cc1)c1ccc(Br)cc1 | -0.5 | -15.8%
CC(=O)Oc1ccc2c(=O)c(-c3ccc4c(c3)OCCO4)c(C)oc2c1 | -1.2 | -19.1%
Cc1nnc(SCC(=O)NCCc2ccco2)c2nn(-c3ccc(Cl)cc3)c(C)c12 | 7.2 | 31.6µM*
COc1ccccc1C(=O)Oc1ccc(C)cc1 | -0.6 | 11.5%
CCOc1cc(-c2ccc(O)c(OC)c2)cc(=O)c2c(C)oc(C)c12 | 21.9 | 7.08µM*
Fc1ccc(CNCCN2CCCC2)cc1 | 9.3 | ?
CCCNC(=O)Nc1ccc2nc(N3CCOCC3)cc(C)c2c1 | 0.4 | 12.8%
Cc1[nH]c2ccccc2c1C(c1ccc(O)cc1)c1c(C)[nH]c2ccccc12 | 10.7 | 14.1µM*
CC(=O)Oc1ccc2c(c1)O/C(=C\c1cccs1)C2=O | -8.4 | ?
O=C(O)c1nn(CC(=O)N(CCc2ccccc2)Cc2ccccc2)c(=O)c2ccccc12 | -7.2 | -51.6%
CC(C)Oc1ccc(/C=C(/C#N)c2ccc(C(F)(F)F)cn2)cc1 | -24.6 | ?
C/C(=N\NC(=O)C1CC1)C(C)C | 2.3 | 31.5%
Cc1ccc(Nc2nc(-c3cnc(N4CCN(C)CC4)nc3C)cc(=O)[nH]2)cc1 | 4.4 | ?
O=C(CSc1ncc(-c2ccccc2)o1)Nc1ccc(Cl)cc1 | -0.3 | ?
COc1ccccc1-c1coc2cc(OC(=O)C(C)C)ccc2c1=O | 0.9 | 20.3%
CC(C)=CCCC(C)c1cc(C(=O)NCCc2ccc(O)cc2)c(N)s1 (stereo unspecified) | -10.2 | ?
CC(C)(C)c1ccc(-c2nnc(SCc3cccc(S(=O)(=O)N4CCOCC4)c3)n2N)cc1 | 0.6 | -4.7%
O=C(NCCc1csc(-c2ccccn2)n1)c1ccccc1 | 10.2 | 50.7%[activator]
CCCCn1c(=O)[nH]c(=O)c2c(C(=O)OCC)cc(-c3ccccn3)nc21 | 0.3 | -18.5%
N#Cc1cccc(C(=O)c2ccc3c(c2)OCCO3)c1 | -6.0 | ?
COc1ccc(C(=O)CCC(=O)OCC(=O)c2ccc(Cl)cc2)cc1 | -2.7 | 1.3%
CCOC(=O)c1c(NC(C)=O)sc2c(OCC(=O)Nc3ccccc3C)c(C)ccc12 | 20.6 | 4.6%
CS(=O)(=O)c1cccc(C(=O)N2CCCCCC2)c1 | -2.8 | 2.2%

The listing continues:
Molecule | LDHA inh | 12-LOX inh
COc1cccc(-c2nc(C#N)c(N3CCN(C(=O)c4ccccc4OC)CC3)o2)c1 | -0.1 | 6.8%
CC(C)OCc1cccc(CNC(=O)C2CCCC2)c1 | -1.3 | 3.7%
CCC(C(=O)NC1CC1)c1ccccc1 (stereo unspecified) | 2.4 | 20.1%
CN(CC(=O)Nc1ccccc1Cl)CC(=O)N(CCC#N)c1ccccc1 | 1.2 | ?
CC(C)CCNC(=O)C1CCN(C(=O)CCc2ncc(-c3c(F)cccc3F)o2)CC1 | 0.0 | -28.9%
N#Cc1ccc(NC(=O)COCC(=O)NNC(=O)c2ccncc2)cc1 | 10.7 | -21.8%
FC(F)(F)c1ccc(CNCc2ccco2)cc1 | -1.1 | -3.9%
O=C(CSc1nc2ccccc2o1)c1c[nH]c2ccccc12 | 1.1 | -22.6%
O=C1CCCc2c1cc(C(=O)NC1CCCCC1)c(=O)n2-c1ccc(C(F)(F)F)cc1 | ? | -21.0%
O=C(CNC(=O)c1ccc(F)cc1)OCc1ncc(-c2ccccc2)o1 | 1.4 | -1.1%
COc1cccc2cc(-c3cc(=O)oc4cc(C)c(OS(C)(=O)=O)cc34)oc12 | 9.3 | -3.9%
COC(=O)c1sc(=S)n(C)c1C | -2.4 | 4.6%
Cc1ccc2nc(/C(C#N)=C/c3ccc4oc5ccccc5c4c3)[nH]c2c1 | 2.2 | -67.4%
CSCCC(C(=O)Nc1c(C)cccc1C)n1c(-c2cnc(C)cn2)nc2ccccc21 (stereo unspecified) | 4.0 | 9.9%
CCc1cccc(C)c1NC(=O)c1cnc2ccccc2n1 | 0.1 | ?
CC(Sc1nnc(-c2ccccc2F)n1C1CC1)c1ccc(F)cc1 (stereo unspecified) | 5.4 | -1.7%
COc1ccc(CCNC(=O)CN(c2cccc(Cl)c2Cl)S(=O)(=O)c2ccccc2)cc1 | 0.1 | -27.1%
O=[N+]([O-])c1ccc(F)c(CN2CCN(c3ncc(Cc4ccccc4)cn3)CC2)c1 | 1.0 | ?
Nc1nccnc1C(=O)Nc1cccc(C#Cc2cccs2)c1 | -3.6 | 17.4%
Cc1nc2nc3ccn(CCN(C)C)c(=O)c3c(-c3ccccc3)n2n1 | 9.8 | -21.0%
CCSc1ccccc1C(=O)Nc1ccc2c(c1)CCC2 | -1.7 | ?
CCN(CC(=O)NC(C)(C)C)Cc1nc(-c2ccccc2)oc1C | 5.6 | -12.0%
COc1ccc(Cl)cc1NC(=O)[C@H]1C[C@H](CCC(N)=O)N[C@]12C(=O)Nc1c(C)cc(Cl)cc12 | 5.4 | -18.6%
CCOc1ccccc1Oc1coc2cc(OCC(=O)N3CCCCC3)ccc2c1=O | 6.0 | ?
COc1ccc2c(CN(C)CCOc3ccccc3Cl)cc(=O)oc2c1 | -0.6 | 45.1%
Cc1cccc(C)c1NC(=O)C1CCCN(c2cnc3ccccc3n2)C1 (stereo unspecified) | 7.6 | ?
COc1ccc(NC(=O)N2CCC(NS(=O)(=O)c3cc(Cl)ccc3OC)CC2)cc1 | 5.4 | -58.5%
COC(=O)C(C)OC(=O)c1ccc(OC)c2ccccc12 (stereo unspecified) | 1.1 | 39.0%[activator]
Cc1ccc(-c2nnc(CCC(=O)Nc3cccc(S(=O)(=O)NC4CC4)c3)o2)cc1 | 0.9 | 7.9%
COc1cccc(-c2nc(C)c(C(=O)NCc3ccncc3)s2)c1 | -1.4 | -4.7%

(cont.)
compound	LDHA inh	12-LOX inh
Cn1c(=O)c2c(ncn2CC(=O)OCC(=O)Nc2ccccc2C(F)(F)F)n(C)c1=O	-20.9	9.1%
Cc1ccccc1CN1C(=O)c2ccccc2C1c1nnnn1C(C)C (stereo unspecified)	-7.1	-11.0%
COc1cc(NC(=O)C2CCCN2C(=O)C23CC4CC(CC(C4)C2)C3)cc(OC)c1OC (stereo unspecified)	-2.0	11.8%
CCOC(=O)c1sc(N)c(SC#N)c1C	?	?
Cc1ccccc1-c1cc(=O)c2cc(NC(=O)c3ccc(F)cc3)ccc2o1	9.9	-29.4%
COc1ccc(CN(Cc2ccco2)C(=O)c2cc(=O)c3ccccc3o2)cc1	7.0	?
Cc1ccc(C2/C(=C(\O)c3ccc4c(c3)OCCO4)C(=O)C(=O)N2CCc2ccccc2)cc1 (stereo unspecified)	2.5	?
Cc1cccc(C(C)C)c1NC(=O)C(Sc1ccccc1)c1ccccc1 (stereo unspecified)	4.7	20.1%
CC1=C(C(=O)N2CCOCC2)C(c2c(F)cccc2F)NC(=O)N1Cc1ccccc1 (stereo unspecified)	-18.6	?
O=C(Cc1ccsc1)N1CCC(c2nc3c(nnn3Cc3c(F)cccc3Cl)c(=O)[nH]2)CC1	2.8	-24.3%
O=C(O)CCCC[C@@H]1SC[C@@H](NC(=O)c2ccccc2)[C@@H]1O	0.3	3.6%
CCN(CC)c1nc2c(c(=O)n(C)c(=O)n2C)n1Cc1ccc(F)cc1	-2.0	0.7%
CCCNC(=O)CCC(=O)NC(C)c1cccc(Cl)c1 (stereo unspecified)	2.5	7.6%
N#Cc1ccccc1COC(=O)c1cc2ccccc2[nH]1	12.9	-42.5%
CCOC(=O)[C@]12CCC=C1N(Cc1ccc3c(c1)OCO3)C(=O)[C@H](CC(=O)NCc1ccccc1)C2	7.3	-14.3%
CC(Sc1nnc(N2CCCC2)n1-c1ccccc1Cl)c1nnc(-c2cccs2)o1 (stereo unspecified)	3.6	?
C/C(=N\N(c1ccccc1)c1ccccc1)c1ccc([N+](=O)[O-])cc1	-1.6	-23.6%
CC(C)CCCC(C)NC(=O)CCNC(=O)c1ccccc1 (stereo unspecified)	-5.5	-5.4%
CCc1ccc(C2=C(C)C(=NCC(=O)NCc3ccc(OC)cc3)NS2(=O)=O)cc1	3.2	?
O=C(NCc1ccccn1)[C@@H]1CCCN1C(=O)[C@@H]1CCCN1C(=O)c1ccc(Cl)cc1	-10.8	?

Further compounds:
compound	LDHA inh	12-LOX inh
CC1=C(c2ccc(C)c(C)c2)S(=O)(=O)N(Cc2ccc(C(=O)NCCC(C)C)cc2)C1=O	0.9	0.5%
CC(CC(=O)NCc1coc(-c2cccs2)n1)NC(=O)c1ccccc1 (stereo unspecified)	9.4	9.7%
O=S1(=O)CCN2C(c3cccc(Br)c3)=CSC2=N1	-4.5	22.4µM*
N#Cc1nc(-c2ccco2)oc1N1CCN(CC(=O)Nc2ccccc2Br)CC1	4.0	16.4%
C=C(C)CC1NC2CC(C)(C)C1c1c(Br)cccc12 (stereo unspecified)	4.6	?
Cc1ccc(Nc2cc(C)nc3c(-c4ccccc4)cnn23)cc1	-7.9	45.2%[activator]
O=C(CCc1c(-c2ccc(F)cc2)[nH]c2ccccc12)NC1CC1	-1.0	19.7%
CCOC(=O)c1cc(-c2ccc(OC)cc2)nc2ccc(Br)cc12	-1.7	-10.3%
Cc1ccc2occ(C3CC(=O)Nc4c3c(C)nn4-c3ccc(=O)[nH]n3)c(=O)c2c1 (stereo unspecified)	6.7	-8.8%
COC(=O)[C@]12CCCCC=C1N(Cc1ccc(Cl)cc1Cl)C(=O)[C@H](CC(=O)N1CCN(C(=O)c3ccco3)CC1)C2	-3.0	?
O=C(O)C12CC3(Br)CC(Br)(CC(Br)(C3)C1)C2	-5.1	-18.1%
CCCCc1c(-c2cccc(OC)c2)ncn1CCc1ccccc1OC	6.0	-29.9%
CC(C)CN(CC(C)C)C(=O)Cn1nc(C(=O)O)c2ccccc2c1=O	0.6	2.0%
CN(C)C(=O)c1ccc(NC(=O)COC(=O)c2cc3ccccc3o2)cc1	4.8	28.2%
CC(=O)Nc1ccc(SCCS(=O)c2ccccc2)cc1 (stereo unspecified)	3.9	?
Cc1cc(S(=O)(=O)c2cc3cc(F)ccc3oc2=O)ccc1F	6.8	-3.1%
CS(=O)(=O)N(CC(=O)Nc1cc(C(F)(F)F)ccc1Cl)Cc1ccccc1	7.0	-5.6%
CC(NC(=O)Cc1cccs1)C12CC3CC(CC(C3)C1)C2 (stereo unspecified)	0.2	?
CCC(Oc1ccc(F)cc1)C(=O)NCc1csc(-c2ccccc2)n1 (stereo unspecified)	9.2	42.9%[activator]
CCOc1cc(/C=C2/NC(=O)NC2=O)cc(Cl)c1OCc1cccc(C(=O)O)c1	4.6	-25.2%
O=C(CSc1nnc(N2CCCC2)n1-c1cccc(Cl)c1)Nc1ccc2c(c1)OCCCO2	2.1	28.5%

Screens as filed in PubChem BioAssay.
